Source: PubChem BioAssay
phage Ecoli inh: E. coli growth loss with phage present | growth absorbance | inhibition, % at 11.9 µM | AID 651602 | actives 0.26% (n = 360,000); in the data active means inhibition above about 11%
Mot1-301 SUMO: SUMOylation pathway inhibition by Mot1-301 growth rescue | actives 1% (n = 320,000) | growth rescue, % at 18.8 µM | S. cerevisiae Mot1-301 growth rescue, ATP luminescence, 38.5C; percent above DMSO median, 100 means doubled;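 active means every valid replicate shows activation above 250% relative to neutral control wells; inactive means the rest, any valid replicate at or below 250%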;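 further: OY570 slx delta 5 strain wells were the positive control but not used for scaling; some compounds called inactive have numbers as strong as hits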
E coli growth: counter-screen for AddAB inhibitors: E. coli growth inhibition; E. coli V3065 growth, OD600 absorbance, 18 h; inhibition, % at 11.9 µM; actives 0.27% (n = 330,000); AID 449728;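 active means inhibition above the campaign's mean inhibition across all tested compounds plus 3 SD, cut at about 9.9% in these data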;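 further: uninfected addAB+ strain grown without phage in ampicillin broth; 0% = DMSO wells and 100% = ciprofloxacin 0.95 µg/ml wells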
AddAB inh: less growth of phage-infected E. coli with AddAB. inhibition, % at 11.9 µM. actives 0.29% (n = 330,000). E. coli expressing H. pylori AddAB, absorbance growth; in the data active means inhibition above about 12%;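 further: 0% = vehicle wells of infected cells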
The depositor's hits bear a star.

Start of the data: the first three entries, ahead of the listing:
Values run as follows: phage Ecoli inh	Mot1-301 SUMO	E coli growth	AddAB inh
Cc1ccc2nc(-c3ccc(NC(=O)CN4CCN(c5ccccn5)CC4)cc3)sc2c1
 : 2.7	-7	0.7	-0.6
Clc1cccc(Cl)c1CNc1ccc(N2CCCC2)cc1
 : 3.0	47	1.4	-0.7
CCCCNC(=O)c1cn(CC)c2cc(N3CCN(C)CC3)c(F)cc2c1=O
 : 97*	-12	98*	100*

All compounds of this part, from the start:
Values run as follows: phage Ecoli inh	Mot1-301 SUMO	E coli growth	AddAB inh
Cc1ccc2nc(-c3ccc(NC(=O)CN4CCN(c5ccccn5)CC4)cc3)sc2c1
 : 2.7	-7	0.7	-0.6
Clc1cccc(Cl)c1CNc1ccc(N2CCCC2)cc1
 : 3.0	47	1.4	-0.7
CCCCNC(=O)c1cn(CC)c2cc(N3CCN(C)CC3)c(F)cc2c1=O
 : 97*	-12	98*	100*
CNC(=S)NNC(=O)c1sc(-c2cc(C)on2)nc1C
 : 3.3	-8	0.4	1.8
O=C1/C(=C/c2ccncc2)SC(=S)N1Nc1ccccc1
 : 2.9	132	2.5	2.1
CN(C)c1ccc(C2CC(=O)C=C(Nc3ccccc3N)C2)cc1 (centres undefined)
 : -0.2	-7	-1.9	-0.2
O=C(NNC(=S)Nc1ccc(F)cc1)[C@H]1C[C@@H]1c1ccccc1
 : 2.1	-1	1.2	4.5
COCCn1c(-c2ccc(Cl)cc2)nc2oc3cc(OC)ccc3c(=O)c2c1=O
 : 0.2	4	-3.5	-0.9
Cc1cc(C)cc(NS(=O)(=O)c2ccc(NC(=O)c3ccccc3C(=O)O)cc2)c1
 : 1.9	5	-0.2	1.4
CCn1c(C)nc2cc(C(=O)NNC(=S)Nc3ccccc3OC)ccc21
 : -0.2	6	-0.3	-2.6
CCN1CCOC(CC(=O)Nc2cccc([N+](=O)[O-])c2)C1=O (centres undefined)
 : 2.2	142	-1.0	0.8
CC1C(=O)C(C)C(c2ccc(Cl)cc2)NC1c1ccc(Cl)cc1 (centres undefined)
 : 1.8	6	-1.4	2.3
CCNc1nc(NC(C)C)nc(N(C#N)C(C)C(=O)N(CC)CC)n1 (centres undefined)
 : 0.2	2	0.2	1.3
Cc1ccc2c(c1)c1ncnc(N3CCc4ccccc4C3)c1n2C
 : 1.4	-5	-0.8	1.8
CCCCCCCC1CC(=O)C=C(C)C1C(=O)OCC (centres undefined)
 : 0.8	48	-1.8	-0.5
O=C(/C=C/c1ccc2c(c1)OCO2)Nc1nncs1
 : 0.8	5	-3.1	1.2
O=c1c2ccccc2c(=O)n(-c2ccccc2)n1CCCCBr
 : -0.5	-13	0.9	1.3
CCOC(=O)c1sc(N)c(C(=O)OCC)c1C
 : 2.4	13	-2.4	1.1
COC(=NC(C)C)NC(C)C
 : 1.7	11	2.8	2.9
O=C(CC1SC(=O)N(c2ccccc2)C1=O)Nc1ccc(Br)cc1 (centres undefined)
 : 2.5	97	-1.2	3.6
CCOc1ccc2ncc(S(=O)(=O)c3ccccc3)c(N3CCC4(CC3)OCCO4)c2c1
 : 2.8	-2	-1.2	-0.7
Cc1ccc(C(=O)C2=C(O)C(=O)N(Cc3cccnc3)C2c2cccc(Oc3ccccc3)c2)o1 (centres undefined)
 : 5.2	59	0.2	0.9
c1ccc2[nH]c(-c3ccc4c(c3)OCO4)nc2c1
 : 3.2	1	2.3	-0.2
C/C(=N/NC(=O)CN1CCN(Cc2ccccc2Cl)CC1)c1cccs1
 : 3.8	5	1.7	2.6
COc1ccc(OC)c(/C=N/NC(=O)c2[nH]ncc2Br)c1
 : 1.2	-3	-2.0	-0.5
CCOc1ccc(NC(=S)NS(=O)(=O)c2cc(Br)ccc2OCC)cc1
 : 0.2	13	-0.3	0.6
COc1ccc(CCNC(=S)NC(=O)c2cccc(Cl)c2)cc1OC
 : -0.4	7	-1.8	2.6
CC1(C)C[C@@H](O)CC2(C1)C[C@]1(C)CC(O)[C@H]2C(C)(C)C1 (some centres undefined)
 : -0.9	-13	-0.3	0.0
CCOC(=O)Cn1c(=O)c(C#N)cn(C(C)C)c1=O
 : 0.9	-9	2.7	7.2
Cc1ccc(S(=O)(=O)n2nccc2-c2c(-c3ccccc3)noc2C)cc1
 : 1.5	-5	4.9	1.1
O=C(Nc1cc(Cl)ncn1)c1ccccc1
 : 3.8	232	2.4	3.4
Nn1c(SCc2ccc(F)cc2)nnc1-c1ccccn1
 : 2.1	-14	1.0	4.5
CCCCC1C2C(=O)N(c3ccc(C)cc3)C(=O)C2ON1c1ccccc1 (centres undefined)
 : 2.4	-19	0.6	0.9
CC(C)(C)c1cc[n+](C2=C([O-])c3ccccc3C(=O)/C2=N\S(=O)(=O)c2cccs2)cc1
 : 3.5	2	1.2	1.0
COC(=O)[C@@]1(Cc2ccccc2)[C@H]2c3cc(C(=O)N4CCCC4)n(Cc4ccsc4Br)c3C[C@H]2CN1C(=O)c1ccccc1
 : 0.6	15	-0.8	3.9
COc1ccc(S(=O)(=O)Nc2ccc(Nc3ccccc3)cc2)cc1
 : 0.7	32	-0.1	-0.5
CCCCNc1nc2ccccc2n1CC(=O)Nc1ccc2c(c1)OCCO2
 : -0.2	-6	1.7	0.1
COc1ccc(C2=CC(=O)N(Nc3ccccc3)C2=O)cc1
 : 2.2	63	-0.3	1.2
Cn1c(=O)c2c(nc(/C=C/c3cccc(Cl)c3)n2C)n(C)c1=O
 : 3.3	9	-3.9	-3.0
CCCCc1nc(NCCNC(=O)c2ccco2)c(C#N)c2c1CSC(C)(C)C2
 : 1.4	-19	8.3	-1.7
COc1ccc(NC(=O)CC2C(=O)NCCN2C(=O)c2ccc(N(C)C)cc2)cc1 (centres undefined)
 : -0.9	8	1.6	0.2
Cc1cccc(-c2noc(CCC(=O)NC3CCCC3)n2)c1
 : -0.9	-7	0.0	2.7
Cc1ccc(S(=O)(=O)N2CCCCC2)cc1NC(=O)c1ccc2c(=O)n3c(nc2c1)CCCCC3
 : 2.2	-7	0.2	1.7
O=C(COC(=O)CC(c1ccccc1)c1ccccc1)Nc1c(F)cccc1F
 : -0.1	-13	0.7	2.8
Cc1cc(Cl)ccc1OCc1nc(-c2ccncc2)no1
 : 4.2	10	-1.0	-1.5
O=C(Nc1ccc(S(=O)(=O)N2CCOCC2)cc1)c1ccc(=O)[nH]c1
 : 1.4	-9	1.4	0.3
CC(=O)C12CC(C)=C(C)CC1CC1C3CCC4=CC(=O)CCC4(C)C3CCC12C (centres undefined)
 : 0.2	-9	0.2	3.3
CCc1ccccc1NC(=O)C1CCCC1
 : 0.2	-10	2.4	2.3
CCCCCCCc1c(C#N)c(N)[nH]c(=S)c1C#N
 : 3.9	-16	0.0	-2.4
CCOC(=O)CCc1c(C)c2ccc(OCC)c(C)c2oc1=O
 : 2.0	-1	0.3	4.3
CCOc1cc(C(=O)NC(C)C2CC3CCC2C3)cc(OCC)c1OCC (centres undefined)
 : 1.5	3	0.7	2.2
O=C(Nc1nnc(COc2ccc(F)cc2)s1)c1ccco1
 : -0.1	-6	3.5	3.7
C=CCNc1ccc(N2C(=O)C3CCC(C)CC3C2=O)cc1[N+](=O)[O-] (centres undefined)
 : 2.5	8	-2.1	1.1
O=C(C[n+]1ccccc1)Nc1ccccc1
 : 1.9	-4	-2.2	-1.8
C/C(=N/NC(=O)C(=O)N/N=C(/C)c1ccccc1)c1ccccc1
 : 4.7	-10	0.6	5.6
Cc1cc(C(=O)N/N=C/c2c(C)nn(-c3ccccc3)c2Cl)n[nH]1
 : -0.1	-2	-3.4	-2.2
O=C1SC(Cc2ccccc2)C(=O)N1c1ccccc1 (centres undefined)
 : 3.5	-13	1.6	5.7
CCOc1ccc(C(C)=O)cc1Cc1c(O)nc(N)[nH]c1=O
 : 1.7	-18	-1.6	1.7
N/C(=N\N=C\c1cccc([N+](=O)[O-])c1)c1nonc1N
 : 0.7	-3	0.8	0.7
O=C(O)c1cc(Cl)c(Cl)cc1C(=O)Nc1cccnc1
 : 0.3	191	0.3	2.5

Additional entries follow.
Values run as follows: phage Ecoli inh	Mot1-301 SUMO	E coli growth	AddAB inh
COc1cc2cc(-c3ccc(OC)c(OC)c3C)nc(N)c2cc1OC
 : 2.3	33	2.6	5.7
CC(C)[C@H](NS(=O)(=O)c1ccccc1)C(=O)Nc1nccs1
 : 1.3	-5	-2.5	-1.6
N#Cc1c(Cl)c(Cl)c2nnc(-c3ccc(Br)cc3)n2c1Cl
 : 2.0	-17	1.3	0.6
COC(=O)C1=C(C)Nc2nc3ccccc3n2C1c1ccccc1F (centres undefined)
 : 1.5	-8	-2.4	-0.2
Cc1ccc(C)c(NC(=O)Cn2c(=O)n(-c3ccc(CC(=O)NCC4CCCO4)cc3)c(=O)c3ccccc32)c1 (centres undefined)
 : 2.6	-1	-1.2	-1.1
COc1cc(CN2CCN(c3cc(C)ccc3C)CC2)cc([N+](=O)[O-])c1O
 : 0.6	6	-0.5	0.4
COc1ccc(NCC(=O)NN=C2CCS(=O)(=O)c3ccc(F)cc32)cc1
 : 1.8	2	-1.6	-1.8
Nc1nonc1-n1nnc(C(=O)N/N=C/c2cccc(Cl)c2)c1CSc1ccccc1
 : 2.5	27	1.9	2.8
Cc1sc2nc(C3CC3)nc(SCC(=O)N3CCCc4ccccc43)c2c1C
 : 1.9	45	-1.2	3.7
CC[N+](C)(C)CC/C=C1/c2ccccc2Sc2ccc(Cl)cc21
 : 4.8	-17	-1.0	3.2
CN(c1ccccc1C(=O)Nc1ccc2ccccc2c1)S(C)(=O)=O
 : 5.5	3	0.8	1.0
CCOc1ccc(S(=O)(=O)Nc2ccc3c(c2)c2c(n3S(=O)(=O)c3ccc(OCC)cc3)CCCC2=O)cc1
 : 1.2	877*	1.3	-0.9
CSc1ccc(/C=C(\NC(=O)c2ccc(C)cc2)C(=O)NN)cc1
 : 3.2	-23	-1.3	-1.5
FC(F)C(F)(F)c1cc(-c2ccc(Cl)cc2)n[nH]1
 : 4.5	-21	6.5	7.2
C#CCOCCOCCOCCNc1nc(N2CCN(C(=O)[C@H]([C@@H](C)CC)n3cc([C@@H](N)CC(C)C)nn3)CC2)nc(N2CCN(C(=O)[C@H](Cc3ccc(O)cc3)n3cc([C@@H](N)CC(C)C)nn3)CC2)n1
 : 6.7	-13	-4.3	0.1
CS(=O)(=O)Nc1ccccc1C(=O)N1CCN(c2ccccc2)CC1
 : 1.9	1	-0.2	1.8
Cn1nc(C(F)(F)F)c(-c2cccc(C(F)(F)F)c2)c1NC(=O)Nc1ccc(F)cc1
 : 1.4	-3	-0.5	1.4
CCSC1=C(C#N)C(CC(C)C)C2=C(CCCC2=O)N1 (centres undefined)
 : 0.5	-3	-0.4	-0.2
Cc1c(C)n(Cc2ccccc2)c2ccc(C(=O)O)cc12
 : 3.0	-17	-3.7	-0.8
Cc1cccc(NC(=O)Cn2c(=O)n(CCc3c[nH]c4ccccc34)c(=O)c3cccnc32)c1
 : 4.2	-15	-1.8	-2.6
CCN(CC)c1ccc2cc(-c3nc(-c4ccc(OC)cc4)cs3)c(=O)oc2c1
 : 2.5	0	-2.6	-0.3
CCOC(=O)c1c(C)nn(-c2ncccc2NC(=O)CCC(=O)O)c1C
 : 2.4	-18	0.4	-0.1
O=C1CN(C(=O)COc2cccc(F)c2)c2ccccc2N1
 : 1.1	-18	1.2	4.5
Cc1ccc(-n2c(-c3cccs3)nc3nc4ccccc4nc32)cc1
 : 3.6	-12	0.3	2.6
COCCCn1c(C)cc(C(=O)COC(=O)CCc2nc3ccccc3c(=O)[nH]2)c1C
 : 2.5	60	-0.5	1.6
OC(c1ccccc1)C(O)c1ccccc1 (centres undefined)
 : -0.4	379	1.3	4.8
COc1ccc(NC(=S)N(CCN2CCOCC2)Cc2cc3cc4c(cc3[nH]c2=O)OCO4)cc1
 : 1.8	5	0.8	3.6
Cc1ccc[n+](CC(=O)c2ccc(NC(=O)c3ccccc3)cc2)c1C
 : 2.4	9	1.4	1.1
CC(C)CC1NC(=O)c2ccccc2-n2c1nc1ccccc1c2=O (centres undefined)
 : 3.0	0	0.7	2.2
NN=C(c1ccccc1)c1ccccc1
 : 1.5	-10	0.3	3.5
COc1cccc(N(C(=O)C2COc3ccccc3O2)C(C(=O)NC2CCCCC2)c2ccc(O)cc2)c1 (centres undefined)
 : 4.1	15	-0.2	4.1
O=C(Cn1c(=O)[nH]c2ccsc2c1=O)N1CCN(c2ccc(F)cc2)CC1
 : 3.4	8	-1.9	1.4
COc1ccc(OC)c(C(=O)c2c(C)oc3cc(Br)c(O)c(CN(C)C)c23)c1
 : -0.1	10	0.2	0.1
O=C1c2ccccc2S(=O)(=O)c2cc(N3CCN(C(=O)c4ccccc4)CC3)ccc21
 : 1.3	-3	0.5	0.4
O=C(Nc1ccc(-c2cnco2)cc1)c1ccc(Cl)cc1
 : 2.9	250	-1.6	-0.1
CCC/C=C(\CCC)C(NS(=O)(=O)c1cccc2cccnc12)c1ccc(C(=O)OC)cc1 (centres undefined)
 : 3.0	-18	1.2	1.4
O=C1NC(=S)N(C(=O)c2ccc(F)cc2)/C1=C/c1cccnc1
 : -2.9	-5	-0.4	-1.3
O=C(Cc1ccccc1)NC(=S)Nc1ccc2oc(-c3ccccc3)nc2c1
 : 2.0	5	1.9	2.5
CC/C(=N\NS(C)(=O)=O)c1ccccc1
 : 3.6	4	0.3	0.7
CCc1ccc(-c2nc(CN3CCC(C(=O)NCc4ccco4)CC3)c(C)o2)cc1
 : 2.0	-25	-0.2	-0.2

Some of the compounds tested (hit frequency here may not be typical).
